GLP-1R inv ag – inverse agonists of human GLP-1 receptor; 410,000 tested, 1.6% active; Potency, µM (titrated, usually from 38.3 µM), without a hit: top-dose activity change, negative = inhibition, most hits filed as inhibitors; HEK293 GLP-1R CRE-luciferase, luminescence, 24 h; GLP-1R form is constitutively active; P43220; note: potency is the fitted concentration of half-maximal effect; % is set by controls: 0 for no effect and ±100 for the full control effect; nearly all actives have a fitted effect of over 55% in size
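HEK293 cells stably co-expressing constitutively active GLP-1R and a cAMP-responsive luciferase reporter were seeded in DMEM with 10% Nu serum, given compounds after 12 h, and incubated 24 h at 37 deg C. Luminescence was then read.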
WRN helicase inh – blocks human WRN helicase | 360,000 tested, 0.46% active | Potency, µM (series often up to 114 µM), inactives show at the highest dose activity change, negative = inhibition, most hits filed as inhibitors | Q14191 | WRN helicase unwinding, fluorescent forked duplex, kinetic; note: potency is the fitted concentration of half-maximal effect; % is set by controls: 0 for no effect and ±100 for the full control effect; nearly all actives have a fitted effect of over 55% in size
Target sequence (Q14191 whole entry, looked up): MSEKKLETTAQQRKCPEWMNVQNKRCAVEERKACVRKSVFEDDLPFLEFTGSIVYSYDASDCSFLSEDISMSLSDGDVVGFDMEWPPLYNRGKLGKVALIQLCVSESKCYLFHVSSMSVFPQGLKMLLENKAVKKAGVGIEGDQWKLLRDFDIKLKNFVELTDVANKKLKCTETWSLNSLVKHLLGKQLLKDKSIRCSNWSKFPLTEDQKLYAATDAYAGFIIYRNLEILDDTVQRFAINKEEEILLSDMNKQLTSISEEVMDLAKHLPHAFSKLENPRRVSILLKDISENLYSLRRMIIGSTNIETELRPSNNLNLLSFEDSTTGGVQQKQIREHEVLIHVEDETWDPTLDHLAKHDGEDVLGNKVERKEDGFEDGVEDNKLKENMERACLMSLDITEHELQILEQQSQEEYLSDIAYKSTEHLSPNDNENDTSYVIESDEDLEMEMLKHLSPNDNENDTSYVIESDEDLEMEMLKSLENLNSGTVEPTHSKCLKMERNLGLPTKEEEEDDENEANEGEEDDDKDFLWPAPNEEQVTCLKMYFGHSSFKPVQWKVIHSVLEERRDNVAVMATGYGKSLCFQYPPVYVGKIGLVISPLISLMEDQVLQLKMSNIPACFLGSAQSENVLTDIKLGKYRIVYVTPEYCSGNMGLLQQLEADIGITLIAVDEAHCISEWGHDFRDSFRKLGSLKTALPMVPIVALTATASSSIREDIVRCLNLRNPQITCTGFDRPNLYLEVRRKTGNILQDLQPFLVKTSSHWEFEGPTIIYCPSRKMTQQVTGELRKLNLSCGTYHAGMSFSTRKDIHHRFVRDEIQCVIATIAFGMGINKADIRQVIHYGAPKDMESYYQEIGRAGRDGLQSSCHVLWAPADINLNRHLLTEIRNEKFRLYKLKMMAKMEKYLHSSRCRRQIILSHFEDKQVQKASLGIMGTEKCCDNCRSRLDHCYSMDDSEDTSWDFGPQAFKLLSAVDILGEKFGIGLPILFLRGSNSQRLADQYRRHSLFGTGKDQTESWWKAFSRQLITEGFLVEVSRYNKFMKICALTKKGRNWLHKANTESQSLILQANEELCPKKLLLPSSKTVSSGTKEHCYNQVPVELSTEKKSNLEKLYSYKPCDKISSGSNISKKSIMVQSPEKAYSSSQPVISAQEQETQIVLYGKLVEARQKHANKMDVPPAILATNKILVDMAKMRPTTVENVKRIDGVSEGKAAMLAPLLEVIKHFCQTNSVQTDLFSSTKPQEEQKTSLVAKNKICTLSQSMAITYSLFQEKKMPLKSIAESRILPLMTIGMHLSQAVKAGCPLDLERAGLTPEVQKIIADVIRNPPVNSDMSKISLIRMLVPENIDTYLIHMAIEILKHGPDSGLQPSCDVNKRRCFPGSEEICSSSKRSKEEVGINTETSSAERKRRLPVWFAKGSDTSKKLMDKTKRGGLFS
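Enzyme (20 nM final) and test compound sit together 15 min at room temperature before substrate addition. Substrate is a single-forked duplex oligonucleotide (100 nM) labelled with fluorophore and quencher, with 2 mM ATP; helicase unwinding raises red fluorescence, read kinetically.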
GLP-1R agonist – activates the human GLP-1 receptor. P43220. HEK293 GLP-1R CRE-luciferase, luminescence, 4-6 h; cells express a hypersensitive GLP-1R form. Potency, µM (top dose mostly 45.6 µM), for inactives: at the top dose activation, actives largely listed as activators. 380,000 tested, 0.007% active. AID 624172; note: potency is the fitted concentration of half-maximal effect; % of control where 0% means no effect
PLK1 PBD inh – PLK1 (human) polo-box domain binding inhibition; P53350; Plk1 PBD binding of FITC phosphopeptide, fluorescence polarization; Potency, µM, without a hit: max response, negative = inhibition, actives largely listed as inhibitors; 360,000 tested, 2.8% active; AID 720504; note: potency is the fitted concentration of half-maximal effect; series mostly up to about 57 µM; % is set by controls: 0 for no effect and ±100 for the full control effect; nearly all actives have a fitted effect of over 65% in size
PI5P4K alpha inh – inhibitors of human PI5P4K alpha; PI5P4Kalpha enzyme, ADP-Glo luminescence, 60 min; stronger effect = lower value; max response, %; P48426; 330,000 tested, 1.2% active; AID 652105; active = max response of -50% or lower; inconclusive = between -30% and -50%; inactive = -30% or higher; note: value at the top dose of about 77 µM; % is set by controls: 0 for no effect and ±100 for the full control effect
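Reactions run in 0.038 M HEPES pH 7.4, 0.28 mM EGTA, 0.1% CHAPS and 5% DMSO, with PI5P4Kalpha, substrate, compound and 5 microM ATP final, one hour at room temperature. Readout is ADP-Glo luminescence.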
GLP1R cytotox – cytotoxicity counter-screen for GLP-1 receptor inverse agonists; HEK293 cAMP-luciferase reporter cells, luminescence, 24 h; Potency, µM (series often up to 38.3 µM), for the others: at the highest dose activity change, negative = inhibition, actives largely listed as inhibitors; 410,000 tested, 0.13% active;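 note: loss of luciferase light is scored as toxicity; potency is the fitted concentration of half-maximal effect; % is set by controls: 0 for no effect and ±100 for the full control effect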
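Step one: seed cells (200 cells/uL, DMEM with 10% Nu serum, 1% pen-strep). Step two: 12-hour incubation at 37 deg C. Step three: pin 23 nL compound, incubate 24 hr. Step four: add luciferase reagent, read luminescence 12 min later.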
DRD3 agonist – activates the human D3 dopamine receptor | max activation, % | P35462 | D3R DiscoveRx beta-arrestin cells, luminescence, 90 min | 410,000 tested, 0.58% active; in the data active = max activation above about 30%; note: 0% is about no effect; mostly tested at two doses, the higher about 12 µM
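Agonist mode: compounds and dopamine controls were applied to plated cells for 90 min at 37 degrees C after an overnight attachment at 1500 cells/well. Luminescent read-out followed 30 - 60 minutes at room temperature with DiscoveRx detection reagent.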
D3 antag – D3 dopamine receptor (human) antagonism; P35462; D3R cells, DiscoveRx beta-arrestin luminescence, antagonist mode; stronger effect = lower value; max response, negative = inhibition, %; 360,000 tested, 2.5% active; in the data active = max response below about -50%; inconclusive = no clear call, values can overlap the other calls; note: % is set by controls: 0 for no effect and ±100 for the full control effect; mostly tested at two doses, the higher about 12 µM
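Cells plated overnight at 1500 cells/well, then exposed to library compounds with dopamine controls for 90 minutes at 37 degrees C. DiscoveRx reagent added for 30–60 minutes at room temperature; luminescence read, quantitative HTS format.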
IL2 activator – activates IL-2 in a cell-based reporter assay; activation, % (series mostly up to about 46 µM); AID 652025; 360,000 tested, 0.065% active; IL-2 activation reporter assay, cell-based qHTS; stimulated with anti-CD3/CD4/CD28 beads; in transgenic mouse T cells; in the data active = activation above about 50%; inconclusive = mostly about 30% to 49%; note: 0% is about no effect
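Readout is EGFP and DsRed signal by fluorescent plate cytometry after 18 h at 37 degrees C. Transgenic mouse T cells (750/well) received compound for 60 min before bead stimulation (anti-CD3, anti-CD4, anti-CD28); memory T cells served as non-tolerant control.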
Starred values were filed as active, the others as inactive. Unless noted, calls come from the whole dose curve; as a rule, active = well fitted curve in the direction sought with a large enough effect; inconclusive = small, poorly fitted or top-dose-only effect, or another doubt; inactive = no such curve, though single readings can be large; an effect the other way counts as inactive or inconclusive. No enrichment for hits; any-hit rate near 7.8%.

`O=C(CCCOc1ccc(Cl)cc1Cl)NC(Cc1ccccc1)C(=O)O` (stereo not given) gave GLP-1R inv ag 1%, WRN helicase inh -21%, GLP-1R agonist 6%, PLK1 PBD inh -16%, PI5P4K alpha inh 3, GLP1R cytotox -8%, DRD3 agonist -21, D3 antag 7 and IL2 activator -4.0.
O=C(c1cc(COc2ccc(F)cc2Cl)on1)N(CCO)Cc1cccs1 was read as GLP-1R inv ag inconclusive, WRN helicase inh -8%, GLP-1R agonist 18%, PLK1 PBD inh -6%, PI5P4K alpha inh 22, GLP1R cytotox -3%, DRD3 agonist -7, D3 antag -9 and IL2 activator -1.7.
`CN(Cc1ccccc1)C(=O)COC(=O)CCN1C(=O)C2CC=CCC2C1=O` (stereo not given) gave GLP-1R inv ag 5%, WRN helicase inh -2%, GLP-1R agonist 13%, PLK1 PBD inh -5%, PI5P4K alpha inh -2, GLP1R cytotox -10%, DRD3 agonist -4, D3 antag 9 and IL2 activator -0.5.
For O=C(NCC1CCCO1)c1ccccc1NS(=O)(=O)c1cccc([N+](=O)[O-])c1 (stereo not given) the results were GLP-1R inv ag -7%, WRN helicase inh -3%, GLP-1R agonist 0%, PLK1 PBD inh 2%, PI5P4K alpha inh 1, GLP1R cytotox -2%, DRD3 agonist 1, D3 antag -13 and IL2 activator 0.7.
Screening COc1ccc(NC(=O)c2ccc(F)cc2)cc1S(=O)(=O)Nc1cc(C)ccc1Br returned GLP-1R inv ag inconclusive, WRN helicase inh -7%, GLP-1R agonist -18%, PLK1 PBD inh -1%, PI5P4K alpha inh 6, GLP1R cytotox inconclusive, DRD3 agonist 5, D3 antag 4 and IL2 activator -0.7.
`Cc1ccc(S(=O)(=O)Nc2ccc3c(c2)OCCO3)cc1` gave GLP-1R inv ag inconclusive, WRN helicase inh -2%, GLP-1R agonist 5%, PLK1 PBD inh -12%, PI5P4K alpha inh 1, GLP1R cytotox 3%, DRD3 agonist -12, D3 antag -10 and IL2 activator 0.7.
Cc1ccc(Cl)c(OCC(=O)Nc2cccnc2)c1 was read as GLP-1R inv ag 6%, WRN helicase inh -2%, GLP-1R agonist -2%, PLK1 PBD inh 8%, PI5P4K alpha inh -2, GLP1R cytotox 2%, DRD3 agonist 5, D3 antag 16 and IL2 activator 1.0.
For Cc1ccc(-c2cc(C(=O)N3CCN(c4ccc(O)cc4)CC3)c3ccccc3n2)cc1 the results were GLP-1R inv ag inconclusive, WRN helicase inh -8%, GLP-1R agonist 5%, PLK1 PBD inh -2%, PI5P4K alpha inh 7, GLP1R cytotox -29%, DRD3 agonist 4, D3 antag 41 and IL2 activator 2.0.
Screening COc1ccccc1C(=O)NC1CCN(C(=O)Nc2ccc(C)cc2)CC1 returned GLP-1R inv ag 8%, WRN helicase inh -6%, GLP-1R agonist 5%, PLK1 PBD inh 5%, PI5P4K alpha inh 5, GLP1R cytotox -1%, DRD3 agonist 5, D3 antag 15 and IL2 activator -0.6.
For CSc1ncccc1C(=O)OCC(=O)NC(C)CCc1ccccc1 (stereo not given) the results were GLP-1R inv ag 3%, WRN helicase inh -5%, GLP-1R agonist 14%, PLK1 PBD inh -1%, PI5P4K alpha inh 4, GLP1R cytotox 5%, DRD3 agonist -4, D3 antag 10 and IL2 activator 0.0.
For CCOc1ccc(CCNC(=O)CCOc2cc(C)ccc2C)cc1OCC the results were GLP-1R inv ag inconclusive, WRN helicase inh -12%, GLP-1R agonist 17%, PLK1 PBD inh -1%, PI5P4K alpha inh 18, GLP1R cytotox 22%, DRD3 agonist 6, D3 antag 12 and IL2 activator -4.1.
`CCOC(=O)C1CCCN(c2nc3ccccc3nc2C(C#N)C(=O)OC(C)COC)C1` (stereo not given) gave GLP-1R inv ag -23%, WRN helicase inh -9%, GLP-1R agonist -1%, PLK1 PBD inh -1%, PI5P4K alpha inh 6, GLP1R cytotox -4%, DRD3 agonist 2, D3 antag 30 and IL2 activator -0.8.
`CCOC(=O)C1C(=O)C=C(Nc2ccccc2F)CC1c1ccccc1` (stereo not given) gave GLP-1R inv ag inconclusive, WRN helicase inh -5%, GLP-1R agonist 10%, PLK1 PBD inh -5%, PI5P4K alpha inh -4, GLP1R cytotox 21%, DRD3 agonist -13, D3 antag inconclusive and IL2 activator -3.7.
Screening O=C(NCCCN1CCOCC1)c1cc2c(s1)CCC2 returned GLP-1R inv ag 2%, WRN helicase inh 6%, GLP-1R agonist -4%, PLK1 PBD inh -15%, PI5P4K alpha inh 0, GLP1R cytotox 9%, DRD3 agonist -4, D3 antag -20 and IL2 activator 1.5.
Screening CCOC(=O)CSc1ccc2nnc(-c3cccs3)n2n1 returned GLP-1R inv ag 3%, WRN helicase inh -15%, GLP-1R agonist -5%, PLK1 PBD inh -28%, PI5P4K alpha inh -51*, GLP1R cytotox 8%, DRD3 agonist 4, D3 antag 35 and IL2 activator 1.5.
CCCC(=O)N1c2ccccc2C(=C2SC(C(=O)OC)=C(C(=O)OC)S2)C(=S)C1(C)C was read as GLP-1R inv ag 16%, WRN helicase inh 5%, GLP-1R agonist -6%, PLK1 PBD inh inconclusive, PI5P4K alpha inh -4, GLP1R cytotox -3%, DRD3 agonist -17, D3 antag 0 and IL2 activator 1.7.
COc1ccc(C)cc1Nc1n[n+](C)c(-c2ccc(O)cc2O)s1 was read as GLP-1R inv ag -6%, WRN helicase inh 4%, GLP-1R agonist -3%, PLK1 PBD inh -8%, PI5P4K alpha inh -11, GLP1R cytotox 1%, DRD3 agonist -1, D3 antag -5 and IL2 activator 0.4.
CN1C2CCC1CC(NC(=O)c1cccc(C(F)(F)F)c1)C2 (stereo not given) was read as GLP-1R inv ag -24%, WRN helicase inh 5%, GLP-1R agonist 19%, PLK1 PBD inh -4%, PI5P4K alpha inh 0, GLP1R cytotox -18%, DRD3 agonist -1, D3 antag 6 and IL2 activator -2.2.
For COc1ccc(Cn2c(O)c(C=Nc3ccc(O)cc3)c3ccccc3c2=O)cc1 the results were GLP-1R inv ag 8.9µM*, WRN helicase inh 2%, GLP-1R agonist 0%, PLK1 PBD inh -19%, PI5P4K alpha inh 11, GLP1R cytotox -4%, DRD3 agonist -22, D3 antag -78* and IL2 activator -4.9.
`CCC1CCCCN1C(=O)CSc1nc2ccsc2c(=O)n1Cc1ccccc1` (stereo not given) gave GLP-1R inv ag 0%, WRN helicase inh -4%, GLP-1R agonist 0%, PLK1 PBD inh 0%, PI5P4K alpha inh -5, GLP1R cytotox 0%, DRD3 agonist 2, D3 antag inconclusive and IL2 activator 1.3.
For O=[N+]([O-])c1ccc(CN2C=NS(=O)(=O)c3ccccc32)cc1 the results were GLP-1R inv ag 1%, WRN helicase inh -10%, GLP-1R agonist 11%, PLK1 PBD inh -12%, PI5P4K alpha inh 2, GLP1R cytotox 11%, DRD3 agonist -6, D3 antag -16 and IL2 activator -2.0.
COc1ccc(OC)c(NC(=O)c2nnn(CCc3ccccc3)c2N)c1 was read as GLP-1R inv ag 8%, WRN helicase inh 2%, GLP-1R agonist 1%, PLK1 PBD inh 1%, PI5P4K alpha inh 7, GLP1R cytotox -10%, DRD3 agonist 5, D3 antag 18 and IL2 activator 0.3.
CC(=O)Nc1ccc(NC(=O)CSc2nnc(CC(C)O)n2-c2ccccc2)cc1 (stereo not given) was read as GLP-1R inv ag 9%, WRN helicase inh 14%, GLP-1R agonist 4%, PLK1 PBD inh -11%, PI5P4K alpha inh 0, GLP1R cytotox 24%, DRD3 agonist 5, D3 antag -2 and IL2 activator -0.2.
Screening CC(=O)Nc1ccc(S(=O)(=O)Nc2ccc(Nc3ccccc3)cc2)cc1 returned GLP-1R inv ag -22%, WRN helicase inh -12%, GLP-1R agonist 2%, PLK1 PBD inh -9%, PI5P4K alpha inh -9, GLP1R cytotox 3%, DRD3 agonist -2, D3 antag -13 and IL2 activator 0.8.
For Nn1c(SCC(=O)Nc2ccccc2)nnc(Cc2ccccc2)c1=O the results were GLP-1R inv ag -17%, WRN helicase inh -11%, GLP-1R agonist -5%, PLK1 PBD inh -2%, PI5P4K alpha inh -1, GLP1R cytotox 6%, DRD3 agonist -14, D3 antag -1 and IL2 activator -1.4.
O=C(CN1CCN(c2ccccc2O)CC1)Nc1cc([N+](=O)[O-])ccc1Cl was read as GLP-1R inv ag 1%, WRN helicase inh -14%, GLP-1R agonist 1%, PLK1 PBD inh -8%, PI5P4K alpha inh -7, GLP1R cytotox -10%, DRD3 agonist -4, D3 antag -13 and IL2 activator 1.0.
O=C(CSc1nc2ccccc2c(=O)n1-c1ccc(F)cc1)Nc1ccc(C(=O)O)cc1 was read as GLP-1R inv ag 25%, WRN helicase inh -4%, GLP-1R agonist 0%, PLK1 PBD inh -24%, PI5P4K alpha inh inconclusive, GLP1R cytotox 0%, DRD3 agonist 5, D3 antag 21 and IL2 activator -3.6.
`Cc1nc2c(-c3ccccc3)c(C)nn2c(C)c1CCC(=O)NCc1ccc(Cl)cc1` gave GLP-1R inv ag 5%, GLP-1R agonist -1%, GLP1R cytotox 1% and DRD3 agonist 5.

An excerpt from above in order of molecular weight, descending.
Screening CC(=O)Nc1ccc(S(=O)(=O)Nc2ccc(Nc3ccccc3)cc2)cc1 returned GLP-1R inv ag -22%, WRN helicase inh -12%, GLP-1R agonist 2%, PLK1 PBD inh -9%, PI5P4K alpha inh -9, GLP1R cytotox 3%, DRD3 agonist -2, D3 antag -13 and IL2 activator 0.8.
COc1ccc(C)cc1Nc1n[n+](C)c(-c2ccc(O)cc2O)s1 was read as GLP-1R inv ag -6%, WRN helicase inh 4%, GLP-1R agonist -3%, PLK1 PBD inh -8%, PI5P4K alpha inh -11, GLP1R cytotox 1%, DRD3 agonist -1, D3 antag -5 and IL2 activator 0.4.
CN1C2CCC1CC(NC(=O)c1cccc(C(F)(F)F)c1)C2 (stereo not given) was read as GLP-1R inv ag -24%, WRN helicase inh 5%, GLP-1R agonist 19%, PLK1 PBD inh -4%, PI5P4K alpha inh 0, GLP1R cytotox -18%, DRD3 agonist -1, D3 antag 6 and IL2 activator -2.2.
